# USP1-UAF1 inh: inhibitors of human USP1/UAF1 deubiquitinase; Potency, µM (highest dose often 57.1 µM), inactives show top-dose activity change, negative = inhibition, usual class: inhibitors; 390,000 compounds, 0.23% hits; recombinant USP1/UAF1, Ub-Rhodamine cleavage fluorescence; also: potency is read from the fitted curve at half-maximal effect; % is scaled to controls: 0 for no effect and ±100 for the full control effect; nearly all actives have a fitted effect of over 60% in size; inactives centre near -12
#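 USP1/UAF1 complex at 1 nM was preincubated with compound for 15 min at room temperature, then Ub-Rho substrate (150nM final) was added. Fluorescence (480/540 nm) was read kinetically, 6 reads every 60 seconds.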
# RGS4 inh: human RGS4 inhibition; Potency, µM (highest dose often 114 µM), for the others: top-dose activity change, negative = inhibition, actives largely listed as inhibitors; AID 504845; 390,000 compounds, 0.039% hits; Transcreener GDP fluorescence polarization, RGS4-accelerated GTP hydrolysis; also: potency is read from the fitted curve at half-maximal effect; % is scaled to controls: 0 for no effect and ±100 for the full control effect; nearly all actives have a fitted effect of over 75% in size; some results filed as inactive show a strong effect at the top dose
# Target sequence (P49798 whole entry, looked up): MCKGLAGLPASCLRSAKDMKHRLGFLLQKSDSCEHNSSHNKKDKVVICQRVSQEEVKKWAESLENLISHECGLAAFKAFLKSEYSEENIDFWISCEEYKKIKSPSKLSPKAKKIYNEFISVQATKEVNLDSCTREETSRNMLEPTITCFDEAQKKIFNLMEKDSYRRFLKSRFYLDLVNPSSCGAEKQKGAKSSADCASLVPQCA
#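 MLSMR compounds (23 nl, pin-transferred) preincubated 10 min at room temperature with a 500nM (2x) first reagent, then RGS4 at 900nM (2x) plus Transcreener GDP mix added; fluorescence polarization (620/688 nm) read before and after 90 min at 30 °C.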
# mIDH1 inhibitor: blocks human mutant IDH1 R132H enzyme. O75874. 390,000 compounds, 0.093% hits. IDH1-R132H enzyme, NADPH consumption, diaphorase/resazurin fluorescence. Potency, µM (titrated, usually from 76.6 µM), without a hit: at the highest dose activity change, negative = inhibition, actives largely listed as inhibitors. AID 602179; also: potency is read from the fitted curve at half-maximal effect; % is scaled to controls: 0 for no effect and ±100 for the full control effect; nearly all actives have a fitted effect of over 65% in size
# Target sequence (O75874 whole entry R132H, stated change not applied): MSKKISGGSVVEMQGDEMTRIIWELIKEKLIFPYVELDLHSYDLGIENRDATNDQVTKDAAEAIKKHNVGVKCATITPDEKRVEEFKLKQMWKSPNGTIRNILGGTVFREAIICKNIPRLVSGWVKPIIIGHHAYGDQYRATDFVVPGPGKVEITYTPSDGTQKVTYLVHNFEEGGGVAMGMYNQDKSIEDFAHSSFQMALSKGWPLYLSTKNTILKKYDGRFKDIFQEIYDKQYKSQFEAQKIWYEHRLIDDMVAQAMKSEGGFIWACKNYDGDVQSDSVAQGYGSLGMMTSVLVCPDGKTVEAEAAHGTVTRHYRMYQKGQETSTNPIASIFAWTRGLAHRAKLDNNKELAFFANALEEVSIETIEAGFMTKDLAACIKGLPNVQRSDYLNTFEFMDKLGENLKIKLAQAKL
#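 IDH1-R132H (0.5 ug/mL dispensed) in pH 7.5 Tris buffer was preincubated 30 min with compound, then given a substrate mix of 0.016 mM NADPH and 2 mM alpha-KG for 80 min at room temperature; remaining NADPH was read by diaphorase/resazurin fluorescence.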
# Vif-A3G inh: blocks the Vif interaction with human APOBEC3G; Q9HC16; HeLa A3G-eYFP + Vif (tagged APOBEC3G with the HIV-1 protein that degrades it), YFP fluorescence, overnight; Potency, µM (doses to about 46.1 µM), without a hit: at the top dose activity, negative = active, most hits filed as inhibitors; 410,000 compounds, 0.076% hits; AID 602310;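 also: potency is read from the fitted curve at half-maximal effect; % is scaled to controls: 0 for no effect and ±100 for the full control effect; nearly all actives have a fitted effect of over 60% in size; hits raise eYFP signal because A3G escapes Vif-driven loss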
# Target sequence (Q9HC16 whole entry, looked up): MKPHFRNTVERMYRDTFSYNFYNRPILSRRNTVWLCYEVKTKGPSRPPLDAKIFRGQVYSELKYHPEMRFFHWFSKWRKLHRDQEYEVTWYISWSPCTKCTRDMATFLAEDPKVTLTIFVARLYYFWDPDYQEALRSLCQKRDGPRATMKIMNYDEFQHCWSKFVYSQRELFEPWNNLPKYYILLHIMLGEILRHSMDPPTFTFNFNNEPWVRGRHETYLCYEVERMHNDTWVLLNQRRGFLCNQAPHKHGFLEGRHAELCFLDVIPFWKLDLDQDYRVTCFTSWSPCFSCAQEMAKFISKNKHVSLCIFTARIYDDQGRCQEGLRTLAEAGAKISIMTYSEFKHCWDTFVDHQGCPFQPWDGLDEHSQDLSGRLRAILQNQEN
#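 Read-out is eYFP fluorescence (Ex 488/Em 500-530) from Vif-expressing HeLa A3G-eYFP cells; more signal means A3G escaped Vif-mediated degradation. Cells plated overnight, compound pinned in, incubated overnight at 37 deg C.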
# LDHA inh: inhibitors of human lactate dehydrogenase A | P00338 | purified LDHA, NADH/diaphorase-resazurin fluorescence; active compounds read low | activity change, % (values are at about 110 or 230 µM) | 480,000 compounds, 0.15% hits | AID 1347041; in the data active = activity change below about -30%; inconclusive = mostly about -25% to -30%;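 also: plate controls were DMSO wells for no effect and wells without enzyme for full effect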
#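 Resorufin fluorescence (ex540/em590), read at 0 and 20 min after diaphorase/resazurin addition, reports the NADH left after a 5 min room-temperature reaction of 2 nM human LDH5 with 0.06 mM NADH and 0.2 mM pyruvate.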
# TrxR1 substrate: rat thioredoxin reductase 1 substrate activity. O89049. purified TrxR1 substrate turnover, NADPH consumption readout. Potency, µM (series often up to 114 µM), inactives show at the highest dose activity change, negative = substrate turnover. 390,000 compounds, 0.01% hits; also: potency is read from the fitted curve at half-maximal effect; % is scaled to controls: 0 for no effect and ±100 for the full control effect; nearly all actives have a fitted effect of over 50% in size
#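 Rat TrxR1, dispensed at 90 nM, was prereduced with 400 uM NADPH (final) for 5 min at ~22 deg C, then incubated with compound 15 min before 400 uM selenite. A first-read NADPH fluorescence drop versus no-compound background flagged substrates.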
# Vif-APOBEC3F blk: blocks the Vif interaction with APOBEC3F; Potency, µM (doses to about 46.1 µM), inactives show at the top dose activity, negative = active; 390,000 compounds, 0.2% hits; AID 602313; HeLa A3F-eYFP + Vif (tagged APOBEC3F with the HIV-1 protein that degrades it), YFP fluorescence increase; also: potency is read from the fitted curve at half-maximal effect; % of control where 0% means no effect; nearly all actives have a fitted effect of over 65% in size
#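 HeLa cells stably expressing Vif plus C-terminally eYFP-tagged A3F were seeded, incubated overnight at 37 deg C, dosed with compound, incubated overnight again at 37 deg C. Yellow fluorescence (Ex 488/Em 500-530) reported blocked Vif-mediated A3F-eYFP degradation.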
# GRP78 ERSR act: induces the endoplasmic reticulum stress response in human glioma cells; 420,000 compounds, 0.02% hits; Potency, µM, inactives show top-dose activation, usual class: activators; U87-MG GRP78 promoter luciferase reporter, 16 h; AID 602332; also: potency is read from the fitted curve at half-maximal effect; series mostly up to about 76 µM; % of control where 0% means no effect; nearly all actives have a fitted effect of over 35% in size
#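 Stably transfected U87-MG glioma cells carrying a GRP78-based luciferase sensor; 16 h compound incubation. Luminescence end-point read 10 min after Bright-Glo addition at room temperature.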
# rTrxR1 inhibitor: inhibitors of rat thioredoxin reductase 1; 390,000 compounds, 1% hits; O89049; Potency, µM (doses to about 114 µM), without a hit: at the highest dose activity change, negative = inhibition, actives largely listed as inhibitors; recombinant rTrxR1, NADPH fluorescence consumption, selenite substrate; also: potency is read from the fitted curve at half-maximal effect; % is scaled to controls: 0 for no effect and ±100 for the full control effect; nearly all actives have a fitted effect of over 65% in size
#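 Rat TrxR1 (90 nM in the dispensed reagent) was pre-reduced with 400 uM NADPH for 5 min at room temperature, then incubated with compound for 15 min. After 400 uM selenite was added, NADPH fluorescence (Ex 340/Em 450 nm) was followed for 8 min.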
# The depositor's hits bear a star; ? = inconclusive; & = joins results of further samples; [ ] = another dose, or the depositor's remark. Unless noted, calls follow the shape of the dose curve; as a rule, active = well fitted curve in the direction sought with a large enough effect; inconclusive = small, poorly fitted or top-dose-only effect, or another doubt; inactive = no such curve, though single readings can be large; an effect the other way counts as inactive or inconclusive.
SMILES,USP1-UAF1 inh,RGS4 inh,mIDH1 inhibitor,Vif-A3G inh,LDHA inh,TrxR1 substrate,Vif-APOBEC3F blk,GRP78 ERSR act,rTrxR1 inhibitor
CCCNC(=O)c1ccc2c(=O)n(Cc3ccco3)c(=S)[nH]c2c1,-15%,-8%,-10%,-3%,-5,8%[57.1 µM],7%,-1%,7%[57.1 µM]
Cc1cc(C)cc(NC(=O)CC(C)n2nc(C)cc2C)c1 (stereo not drawn),5%,16%,11%,-4%,-9,-1%[57.1 µM],6%,-5%,12%[57.1 µM]
COc1cc(Cl)ccc1OCc1cc(C(=O)N2CCCCCC2)no1,-26%,-11%[56.9 µM],4%,0%,-2,6%[57.1 µM],-14%,12%,19%[57.1 µM]
O=C(N/N=C\c1ccc(S(=O)(=O)O)o1)c1ccc2c(c1)OCO2,-10%,33%,-8%,1%,-9,-12%,1%,-2%,4%
O=C(NNS(=O)(=O)c1ccc(CCCl)cc1)C(O)(c1ccccc1)c1ccccc1,-6%,7%,0%,-3%,1,-2%,0%,-3%,-6%
CCNC(=O)CC1SC(=Nc2ccc(Cl)cc2)N(CC)C1=O (stereo not drawn),-4%,25%,-7%,-2%,-8,-3%,3%,-3%,12%
Cc1ccc(NS(=O)(=O)c2ccc(C(=O)N3CCN(S(=O)(=O)c4ccccc4)CC3)cc2)cc1,-18%,-26%,4%,-1%,4,-1%,-19%,-3%,9%
COc1ccc(NC(=O)C2=C(C)NC(=O)NC2c2cccs2)c(OC)c1 (stereo not drawn),-10%,-5%,-8%,-4%,-1,1%,16%,-2%,15%
CCCN1CCN(CCCNC(=O)C2CCCN(c3nnc(-n4cccc4)s3)C2)CC1 (stereo not drawn),-9%,-33%,6%,-4%,-1,10%[57.1 µM],3%,0%,-2%[57.1 µM]
Cc1ccc2[nH]cc(S(=O)(=O)c3ccc(C)c(C)c3)c(=O)c2c1,-14%&11%,11%&2%,1%&39%,1%&1%,-12&-8,0%&-6%,-1%&-2%,-5%&-2%,5%&-8%
CCOC(=O)N1CCN(C(=O)CSc2ccc(C(=O)OC)cc2[N+](=O)[O-])CC1,-7%,-36%,-3%,-1%,1,-6%,0%,-2%,4%
COc1ccccc1NS(=O)(=O)c1ccc2c(c1)N(C(C)=O)CC(C)S2 (stereo not drawn),-23%,-12%,-4%,3%,-8,-1%,-3%,-2%,9%
CCOc1cc(C(=O)N2CCN(C/C=C/c3ccccc3)CC2)cc(OCC)c1OCC,5%,-20%,10%,-1%,6,2%,-4%,-4%,12%
CC(C)P(=O)(c1cccc(C(=O)O)c1)C(C)C,-7%,-28%,0%,0%,2,-3%,2%,0%,5%
Cc1ccc(C)c(N2CCN(c3nc4c(S(=O)(=O)c5ccccc5)nnn4c4ccc(Cl)cc34)CC2)c1,-21%,14%,-7%,0%,-9,7%,-2%,-3%,14%
O=C(c1ccc([N+](=O)[O-])cc1)N(Cc1ccc(Cl)cc1Cl)N1C(=O)CCCC1=O,-6%,33%,9%,-1%,-2,0%,-12%,-2%,22%
CCN1CCN(C(c2cccs2)C(C)NS(=O)(=O)c2ccc(F)cc2)CC1 (stereo not drawn),-14%,-2%,-2%,1%,-4,7%[57.1 µM],1%,-2%,22%[57.1 µM]
CC1(C2CC2)NC(=O)N(CC(=O)Nc2ccccc2F)C1=O (stereo not drawn),-6%,-12%,-1%,1%,-4,-14%,-3%,-3%,-16%
CC1=C(C(=O)Nc2ccccc2C)C2(CCCC2)C(C(N)=O)C(=O)N1 (stereo not drawn),-14%,21%,-3%,-3%,-11,15%,-10%,-4%,18%
Cc1cccc(N2CCN(C(=O)Cc3c(C(=O)O)c(C)cn3C)CC2C)c1 (stereo not drawn),-18%,17%,0%,-1%,-4,1%[57.1 µM],2%,-4%,19%[57.1 µM]
CC1CCCCC1N1CN=C(Nc2nc3ccccc3s2)NC1 (stereo not drawn),-11%,-11%,0%,0%,-5,-2%,2%,-4%,5%
O=C(Cc1ccccc1[N+](=O)[O-])N1CCc2ccccc2C1,-4%,13%,0%,1%,-6,3%,-1%,?,9%[11.4 µM]
Cc1ccccc1N(CC(=O)NCCSCc1ccco1)S(C)(=O)=O,-3%,-32%,-2%,4%,-3,9%,0%,-3%,?
Cc1ccccc1Nc1c(-c2ccccc2)nc2ncccn12,-10%,-2%,4%,-17%,-5,1%,4%,-5%,9%
O=C(CSc1ncnc2ccccc12)NC1CCS(=O)(=O)C1 (stereo not drawn),-18%,-28%,0%,-1%,-4&14,-5%,2%,-4%,-3%
O=C(Nc1ccc(Cl)cc1Cl)N1CCN(c2ncccn2)CC1,-19%,-12%,11%,-2%,-2,3%,-4%,2%,13%
O=C(NCc1cccs1)c1ccc(CSc2nc3ccncc3n2Cc2ccccc2F)cc1,-21%,-3%,10%,-4%,0,0%,-5%,2%,15%
CCN(c1ccc(C)cc1C)S(=O)(=O)c1nnc(NC(=O)C(C)C)s1,-18%,-9%,-5%,2%,-1,2%,2%,2%,9%
CCn1c(=O)c2sccc2n2c(CCCC(=O)N3CCN(c4cc(C)ccc4C)CC3)nnc12,-19%,2%,-4%,-10%,-1,4%,-1%,-2%,12%
COc1ccc(C(=O)NNC(=O)C23CC4CC(CC(C4)C2)C3)c(OC)c1,-5%,2%,-6%,-6%,-4,-12%,6%,-3%,21%[57.1 µM]
CCOc1ccc(NC(=O)Cc2ccc(NC3=NC4CS(=O)(=O)CC4S3)cc2)cc1 (stereo not drawn),-23%,-10%,17%,-2%,-6,-3%[57.1 µM],7%,-2%,14%[57.1 µM]
CNC(=O)c1cccc(NC(=O)c2ccccc2OCc2ccccc2)c1,-9%,3%,-1%,-3%,-11,10%,-23%,-2%,11%
Cc1cccnc1NC(=S)NCCc1ccccc1,-20%,-19%,4%,1%,-1,2%,-12%,11%,-7%
O=S(=O)(Nc1nc2ccccc2nc1N1CCc2ccccc2C1)c1ccc(Br)cc1,-24%,-27%,2%,-22%,1,26%,22µM*,-8%,7%[57.1 µM]
COc1cc(/C=C(\C#N)c2ccccn2)ccc1OCc1ccc(Cl)cc1,-22%,-21%,4%,2%,0,-3%,-11%,6%,0%
O=C(COc1ccccc1)Nc1ccccc1N1CCN(c2ccc(F)cc2)CC1,3%,13%,4%,-2%,-3,2%,-4%,2%,0%
COc1ccccc1N=c1sc2ccccc2n1C,-10%,2%,1%,0%,1,-3%,0%,-4%,17%
O=C(c1ccc(COc2ccccc2Br)o1)N1N=C(C(F)F)CC1(O)C(F)F (stereo not drawn),-23%,-1%,1%,-15%,-2,-12%,-13%,-9%,-11%
Cc1cn([C@H](C(=O)NCCCCCCCCCCC(=O)N2CCNCC2)[C@@H](C)O)nn1,-10%,32%,9%,1%,-3,-1%,-5%,-3%,-10%
COC(=O)c1cc(C(=O)OC)n(Cc2ccc(Br)cc2)n1,0%,-2%,3%,4%,2,3%,-1%,4%,18%

# Molecules shown so far with fluorine (5):
SMILES,USP1-UAF1 inh,RGS4 inh,mIDH1 inhibitor,Vif-A3G inh,LDHA inh,TrxR1 substrate,Vif-APOBEC3F blk,GRP78 ERSR act,rTrxR1 inhibitor
CCN1CCN(C(c2cccs2)C(C)NS(=O)(=O)c2ccc(F)cc2)CC1 (stereo not drawn),-14%,-2%,-2%,1%,-4,7%[57.1 µM],1%,-2%,22%[57.1 µM]
CC1(C2CC2)NC(=O)N(CC(=O)Nc2ccccc2F)C1=O (stereo not drawn),-6%,-12%,-1%,1%,-4,-14%,-3%,-3%,-16%
O=C(NCc1cccs1)c1ccc(CSc2nc3ccncc3n2Cc2ccccc2F)cc1,-21%,-3%,10%,-4%,0,0%,-5%,2%,15%
O=C(COc1ccccc1)Nc1ccccc1N1CCN(c2ccc(F)cc2)CC1,3%,13%,4%,-2%,-3,2%,-4%,2%,0%
O=C(c1ccc(COc2ccccc2Br)o1)N1N=C(C(F)F)CC1(O)C(F)F (stereo not drawn),-23%,-1%,1%,-15%,-2,-12%,-13%,-9%,-11%

# Following part
SMILES,USP1-UAF1 inh,RGS4 inh,mIDH1 inhibitor,Vif-A3G inh,LDHA inh,TrxR1 substrate,Vif-APOBEC3F blk,GRP78 ERSR act,rTrxR1 inhibitor
CC(=O)NCCc1ccc(C(=O)Cn2cnc3ccccc3c2=O)cc1,-18%,12%,1%,0%,-11,9%,-4%,3%,24%
O=C(O)c1cnn(-c2nc(-c3ccc(Br)cc3)cs2)c1C(F)(F)F,-19%,-33%,-6%,0%,-10,8%,8%,3%,9%
N/C(=N/OC(=O)c1ccccc1F)c1nonc1N,-5%,10%,0%,4%,-11,-1%,-2%,-2%,-5%
CC(NC(=O)Nc1ccc2c(c1)OCO2)C1CCCO1 (stereo not drawn),-7%,-24%,7%,2%,5,-5%,2%,5%,-3%
O=C(NCCS(=O)(=O)N1CCN(c2ccccc2)CC1)c1cccc(F)c1,-8%,15%,0%,0%,-6,2%[57.1 µM],-2%,-3%,8%[57.1 µM]
CCN(Cc1ccccc1)C(=O)c1ccc(CS(=O)c2ccccc2C)o1 (stereo not drawn),-19%,-26%[56.9 µM],8%,3%,-2,-11%,5%,-7%,?
CCCn1nnnc1NCc1cccc(OC)c1OCC,-9%,-9%,18%,3%,4,12%,-35%,2%,16%

# High-throughput results from PubChem.

# Not all compounds are listed; the hit share may differ from the screen's.
